APJ antag – antagonists of human apelin receptor APJ, primary screen, CHO-K1 cells, beta-arrestin complementation, luminescence; 330,000 tested, 0.32% active; inhibition, % at 20 µM; P35414;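 active means inhibition above about 40% at 20 µM, limit read from the data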;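 further: cells challenged with 10 nM apelin-13 agonist together with compound; plate controls were apelin-13 plus DMSO wells for no effect and DMSO wells lacking apelin-13 for full effect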
UBC13 polyUb – UBC13 polyubiquitin chain formation inhibitors, primary screen, biochemical, TR-FRET, uHTS; 330,000 tested, 0.47% active; inhibition, % at 20 µM; Ubiquitin-conjugating enzyme E2 N (Homo sapiens), P61088; AID 485273, 2010; in the data active means inhibition above about 45%, passing the limit was not always enough
Target sequence (P61088 whole entry, looked up): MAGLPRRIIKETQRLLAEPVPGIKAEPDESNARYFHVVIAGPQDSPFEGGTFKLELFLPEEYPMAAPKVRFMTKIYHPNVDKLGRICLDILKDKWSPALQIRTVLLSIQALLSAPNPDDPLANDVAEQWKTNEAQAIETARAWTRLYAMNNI
Jurkat NFkB inh – inhibitors of induced NF-kB luciferase reporter, primary screen, TCR NF-kB activation inhibitor project, cell-based, luminescence, uHTS; Jurkat, PMA/ionomycin-induced NF-kB luciferase reporter; inhibition, % at 4 µM; 330,000 tested, 0.53% active; AID 435003, 2010; in the data active means inhibition above about 50%
Gli-Sufu block – Gli-Sufu pathway antagonists, primary screen, luciferase luminescence, Sufu-KO-LIGHT cells, uHTS | AID 588413, 2011 | 340,000 tested, 0.74% active | inhibition, % at 5 µM | Sufu-KO-LIGHT fibroblasts, Gli luciferase reporter luminescence;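 active means inhibition above about 55%, limit read from the data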;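 further: 0% = DMSO-treated cells and 100% = wells with medium but no cells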
CXCR6 block – CXCR6 receptor inhibitors, primary screen, cell-based, beta-arrestin, luminescence, CHO-K1 PathHunter, 1536-well | 360,000 tested, 0.36% active | AID 602244, 2012 | inhibition, % at 20 µM | C-X-C chemokine receptor type 6 (Homo sapiens), O00574; in the data active means inhibition above about 34%, passing the limit was not always enough;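 further: antagonist mode with CXCL16 agonist at 10 nM final; 0% = 10 nM CXCL16 with DMSO and 100% = unstimulated wells without agonist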
Target sequence (O00574 whole entry, looked up): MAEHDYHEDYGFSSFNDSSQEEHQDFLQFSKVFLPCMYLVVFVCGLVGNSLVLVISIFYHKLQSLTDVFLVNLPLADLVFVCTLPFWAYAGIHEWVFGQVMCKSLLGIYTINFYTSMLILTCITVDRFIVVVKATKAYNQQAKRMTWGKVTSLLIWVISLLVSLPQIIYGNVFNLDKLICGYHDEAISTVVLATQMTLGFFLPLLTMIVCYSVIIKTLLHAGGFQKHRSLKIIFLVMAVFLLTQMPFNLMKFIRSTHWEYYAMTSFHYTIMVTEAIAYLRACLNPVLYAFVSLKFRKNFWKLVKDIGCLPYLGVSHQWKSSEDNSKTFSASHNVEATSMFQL
697 NFkB inh – inhibitors of PMA/ionomycin-induced NF-kB reporter, 697 cells, primary screen, B-cell NF-kB inhibitor project, cell-based, luminescence, uHTS | 697 B-cell NF-kB luciferase reporter, 16 h | inhibition, % at 4 µM | 330,000 tested, 0.33% active | AID 435022, 2010; in the data active means inhibition above about 35%
EBI2 block – EBI2 receptor antagonists, beta-arrestin recruitment, primary screen, cell-based, luminescence, 7a,25-OHC stimulation, uHTS; G-protein coupled receptor 183 (Homo sapiens), P32249; 7a,25-OHC stimulated; inhibition, % at 5 µM; 360,000 tested, 0.81% active; in the data active means inhibition above about 38%;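 further: enzyme fragment complementation signal reports receptor beta-arrestin coupling in cells; 0% = agonist plus DMSO wells and 100% = wells without agonist; some results beyond the cut were filed as inactive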
CCR6 antag – CCR6 receptor antagonists, primary screen, cell-based, CHO-K1, luminescence, beta-arrestin, uHTS; inhibition, % at 20 µM; CHO-K1 CCR6 PathHunter beta-arrestin, CCL20-stimulated; C-C chemokine receptor type 6 (Homo sapiens), P51684; 340,000 tested, 0.49% active;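 active means compounds whose inhibition of the agonist-driven luminescence signal at 20 µM reaches about 50%, limit read from the data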;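 further: cells stimulated with CCL20 at 14 nM final; plate controls were DMSO with CCL20 for no effect and DMSO without agonist for full effect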
Target sequence (P51684 whole entry, looked up): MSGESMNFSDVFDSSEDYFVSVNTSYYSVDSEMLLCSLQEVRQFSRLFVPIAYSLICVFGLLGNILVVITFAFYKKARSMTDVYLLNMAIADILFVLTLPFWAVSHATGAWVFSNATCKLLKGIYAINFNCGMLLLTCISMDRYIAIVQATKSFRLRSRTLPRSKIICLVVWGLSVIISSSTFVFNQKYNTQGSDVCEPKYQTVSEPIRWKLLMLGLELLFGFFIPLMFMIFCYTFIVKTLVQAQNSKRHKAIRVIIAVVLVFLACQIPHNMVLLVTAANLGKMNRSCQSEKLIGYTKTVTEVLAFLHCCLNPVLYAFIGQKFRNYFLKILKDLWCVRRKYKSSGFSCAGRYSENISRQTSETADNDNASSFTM
* = called active by the depositor; . = not tested or not shown.

nr | canonical_smiles | CXCR6 block | EBI2 block | Jurkat NFkB inh | UBC13 polyUb
1 | Cc1ccccc1NC(=O)NCCc1nc2ccccc2[nH]1 | -2 | -5 | -5 | 3
2 | Nc1nc(N)nc(-c2ccccc2O)n1 | 5 | -11 | -8 | 14
3 | O=C(O)C1C2C=CC(C2)C1C(=O)Nc1ccc(C(=O)N2CCCCC2)cc1 (stereo unspecified) | -2 | -16 | 4 | 1
4 | COc1cccc(-c2cc(C(=O)Nc3cc(C)n(Cc4ccc(Cl)cc4)n3)no2)c1 | 11 | 17 | 61* | 5
5 | O=C(CSc1ncnc2ccccc12)NCCc1ccccc1 | 2 | 4 | -25 | 6
6 | CC(NC(=O)COc1ccc(Oc2ccccc2)cc1)C(=O)O (stereo unspecified) | -4 | -2 | 13 | -1
7 | Cc1nnc(SCc2ccc([N+](=O)[O-])cc2)o1 | 5 | -6 | 1 | 5
8 | O=[N+]([O-])c1cc(Br)cc(/C=N/n2cnnc2)c1O | 23 | -3 | 1 | -40
9 | Cc1ccc(NS(=O)(=O)c2ccc(NC(=O)c3ccc(-c4ccccc4)cc3)cc2)c(C)c1 | 1 | -17 | 11 | 0
10 | CCC(=O)c1ccc(OCc2ccc(C(=O)OC)cc2)c(OC)c1 | -4 | 5 | -4 | -4

nr | APJ antag | 697 NFkB inh | Gli-Sufu block | CCR6 antag
1 | -16 | 5 | -5 | 6
2 | -9 | 12 | 19 | -15
3 | 4 | 7 | 8 | 5
4 | -5 | 28 | -3 | 26
5 | 8 | 27 | -1 | -4
6 | 17 | 8 | -3 | -19
7 | 7 | 7 | -11 | -5
8 | 18 | 9 | 5 | 46
9 | 4 | -12 | -2 | 3
10 | 6 | -77 | -17 | 10

(cont.)
nr | canonical_smiles | CXCR6 block | EBI2 block | Jurkat NFkB inh | UBC13 polyUb
11 | COC(=O)c1ccc(CNC(=O)C2CCC(=O)N(CCCc3ccccc3)C2)cc1 (stereo unspecified) | -1 | -9 | -8 | -2
12 | CCOC(=O)c1c(N2CCN(c3ccccc3)CC2)cc(C)nc1C | -5 | 0 | -5 | 6
13 | CN(C(=O)CCc1ccccc1F)C1CCCN(Cc2ccccc2F)C1 (stereo unspecified) | 2 | -13 | -17 | 0
14 | CCN(CC)S(=O)(=O)c1cccc(NC(=O)CN2C(=O)c3ccc([N+](=O)[O-])cc3C2=O)c1 | -7 | -6 | -5 | -13
15 | O=C(CNC(=O)c1cccs1)NCCN1CCC(Cc2ccccc2)CC1 | . | . | 3 | 8
16 | O=C(C1CCCCC1)N1CCN(S(=O)(=O)c2cccc([N+](=O)[O-])c2)CC1 | -6 | -12 | 4 | -3
17 | CN(C)C(=O)C(Sc1ccc(S(=O)(=O)N2CCCC2)cn1)c1ccccc1 (stereo unspecified) | -8 | -1 | 11 | 7
18 | COC(=O)c1sccc1NC(=S)N1CCN(c2cccc(C)c2C)CC1 | 0 | 11 | -1 | 10
19 | CCN(CC)C(=O)CSc1ccc(C(F)(F)F)cc1[N+](=O)[O-] | -1 | -17 | 3 | 1
20 | CCOc1ccc(N/C(=C(/C(Cl)=C(Cl)Cl)[N+](=O)[O-])n2cncn2)cc1 | . | . | 6 | 4

nr | APJ antag | 697 NFkB inh | Gli-Sufu block | CCR6 antag
11 | -6 | -5 | -21 | 6
12 | 17 | -17 | 25 | 10
13 | -20 | -14 | -1 | 4
14 | -5 | 7 | -9 | 17
15 | 20 | 4 | . | .
16 | -13 | 8 | 4 | -4
17 | -1 | 15 | 1 | -4
18 | 11 | -7 | 0 | 8
19 | 12 | -17 | -1 | -5
20 | -11 | 8 | . | .

(list continues)
nr | canonical_smiles | CXCR6 block | EBI2 block | Jurkat NFkB inh | UBC13 polyUb
21 | C/C=C\C=C\C(=O)N1CC2(CC(c3cccc(NC(=O)/C(C)=C\C)c3)=NO2)C[C@H]1C(N)=O (stereo partly specified) | -9 | -6 | 9 | -5
22 | O=C(COC(=O)Cc1ccsc1)Nc1cccc(F)c1 | -8 | -18 | -5 | 4
23 | Cc1ccc(S(=O)(=O)N2CCN(c3cnn(C)c(=O)c3Cl)CC2)cc1 | -3 | -2 | 0 | 2
24 | O=C(CSc1ncnc2sc3c(c12)CCCC3)c1ccco1 | -6 | 6 | -29 | -7
25 | O=c1[nH]c(Nc2ccc3c(c2)OCCO3)nnc1Cc1ccccc1 | 10 | 4 | -12 | -12
26 | CCOc1ccccc1-n1nnnc1SCC(=O)NC(=O)Nc1ccc2c(c1)OCCO2 | -5 | 1 | -2 | 0
27 | CCC(C)(C)NC(=O)C(c1ccc(OC)cc1)N(C(=O)CCC(=O)Nc1cc(C)on1)c1ccc(OC)cc1OC (stereo unspecified) | 9 | -5 | -4 | 0
28 | CCOc1cc(C(=O)NC)cc(Br)c1OC | -4 | -10 | 2 | -8
29 | COCCn1c(SCC(=O)Nc2cc(C)on2)nc2c(c1=O)SCC2 | 3 | 3 | 8 | -4
30 | COc1ccc(S(=O)(=O)N(C)C[C@H]2Oc3ccc(NS(=O)(=O)c4cccs4)cc3C(=O)N([C@H](C)CO)C[C@@H]2C)cc1 | 5 | 1 | . | .

nr | APJ antag | 697 NFkB inh | Gli-Sufu block | CCR6 antag
21 | 3 | 0 | -2 | -8
22 | -7 | 16 | -4 | 4
23 | -4 | 9 | 4 | 7
24 | 13 | -23 | 8 | 15
25 | 3 | -7 | -3 | 7
26 | -1 | -8 | -4 | -5
27 | 7 | 14 | 0 | 9
28 | -3 | 27 | -25 | -10
29 | -29 | -15 | 52 | -2
30 | . | . | 3 | 11

The list goes on.
nr | canonical_smiles | CXCR6 block | EBI2 block | Jurkat NFkB inh | UBC13 polyUb
31 | Cc1ccc(S(=O)(=O)C(C#N)c2nc3ccccc3nc2N2CCN(C)CC2)cc1C (stereo unspecified) | 4 | -4 | -24 | -11
32 | CCOC(=O)/C=C1/SCC(=O)N1CC(=O)c1ccc[nH]1 | 2 | -2 | . | .
33 | CSc1ccc(C(=O)C2CCCN(C(=O)Cn3cnnn3)C2)cc1 (stereo unspecified) | 2 | 3 | -15 | 9
34 | COc1ccc(CNC(=O)CCNS(=O)(=O)c2cc(Br)cnc2N)cc1 | -22 | 0 | 4 | 5
35 | NS(=O)(=O)c1ccc(-c2ccc(/C=N/Nc3ccc(C(=O)O)cc3)o2)cc1 | -20 | -9 | 4 | -1
36 | CCc1nc2ccc(C(=O)NCCCN3CCN(c4ccccc4F)CC3)cc2nc1CC | 4 | 5 | -2 | 5
37 | CN(C(=O)COC(=O)C1CCN(S(=O)(=O)c2ccc3c(c2)OCCO3)CC1)C1CCS(=O)(=O)C1 (stereo unspecified) | -4 | -23 | 18 | 2
38 | O=C1N=c2ccc(Br)cc2=C1c1sc(=S)n(NS(=O)(=O)c2ccccc2)c1O | 9 | 2 | -3 | -40
39 | Cc1nc(SCC(=O)NC2CCCC2)c2c(C)c(C)sc2n1 | -8 | 18 | 10 | 4
40 | O=C(CCC1CCCCC1)NCc1ccccn1 | 3 | -8 | -17 | 4

nr | APJ antag | 697 NFkB inh | Gli-Sufu block | CCR6 antag
31 | 5 | -6 | -25 | 12
32 | . | . | -6 | 6
33 | 26 | 6 | -11 | 21
34 | 7 | 0 | -20 | 16
35 | -19 | 1 | 4 | 1
36 | 5 | 5 | 55 | 18
37 | -2 | 19 | -2 | 1
38 | 22 | 13 | 10 | 37
39 | -2 | -1 | 8 | 4
40 | 16 | -5 | -1 | 13

A different layout for 4 compounds above:
(33) CSc1ccc(C(=O)C2CCCN(C(=O)Cn3cnnn3)C2)cc1 (stereo unspecified)
  CXCR6 block: 2
  EBI2 block: 3
  Jurkat NFkB inh: -15
  UBC13 polyUb: 9
  APJ antag: 26
  697 NFkB inh: 6
  Gli-Sufu block: -11
  CCR6 antag: 21

(34) COc1ccc(CNC(=O)CCNS(=O)(=O)c2cc(Br)cnc2N)cc1
  CXCR6 block: -22
  EBI2 block: 0
  Jurkat NFkB inh: 4
  UBC13 polyUb: 5
  APJ antag: 7
  697 NFkB inh: 0
  Gli-Sufu block: -20
  CCR6 antag: 16

(35) NS(=O)(=O)c1ccc(-c2ccc(/C=N/Nc3ccc(C(=O)O)cc3)o2)cc1
  CXCR6 block: -20
  EBI2 block: -9
  Jurkat NFkB inh: 4
  UBC13 polyUb: -1
  APJ antag: -19
  697 NFkB inh: 1
  Gli-Sufu block: 4
  CCR6 antag: 1

(36) CCc1nc2ccc(C(=O)NCCCN3CCN(c4ccccc4F)CC3)cc2nc1CC
  CXCR6 block: 4
  EBI2 block: 5
  Jurkat NFkB inh: -2
  UBC13 polyUb: 5
  APJ antag: 5
  697 NFkB inh: 5
  Gli-Sufu block: 55
  CCR6 antag: 18

As entered above:
Entry for #9 under CXCR6 block: 1
Entry for #1 under CXCR6 block: -2

Going on with the list:
nr | canonical_smiles | CXCR6 block | EBI2 block | Jurkat NFkB inh | UBC13 polyUb
41 | CC(C)Oc1ccc(S(=O)(=O)N2CCCCC2)cc1NC(=O)C1CCCC1 | 4 | 1 | 6 | -11
42 | COc1cccc(-c2cc(CC3(O)CCN(CCCc4ccccc4)CC3)on2)c1 | 2 | -1 | 4 | 2
43 | O=C1CC(Nc2ccc(N3CCOCC3)cc2)C(=O)N1c1cccc(C(F)(F)F)c1 (stereo unspecified) | 1 | -5 | -9 | -19
44 | COC(=O)CSc1ccc2nnc(-c3ccc(F)cc3)n2n1 | 4 | -3 | 13 | 27
45 | CCN1C(=O)c2cccc3c(NC(=O)c4ccc(OC)c(OC)c4)ccc1c23 | 0 | 6 | -13 | -8
46 | CCOc1ccccc1NC(=O)CSc1nnc(NC(=O)c2ccco2)s1 | 2 | 7 | -19 | 2
47 | Cc1ccc(C(NC(=O)N2CCN(C)CC2)C(Cl)Cl)cc1F (stereo unspecified) | -1 | -13 | -1 | -4
48 | Cc1ccc(-c2nc(-c3cccnc3)sc2CC(=O)O)cc1 | 5 | -1 | 10 | 0
49 | CCOc1ccccc1NC(=O)Nc1cccc(C(C)=O)c1 | -4 | -6 | -4 | 7
50 | COc1ccc(C(=O)NNC(=O)c2cc3cc(OC)ccc3oc2=O)cc1 | 2 | -5 | -3 | 0

nr | APJ antag | 697 NFkB inh | Gli-Sufu block | CCR6 antag
41 | -58 | 6 | 3 | 6
42 | 0 | -35 | 27 | 1
43 | -21 | -18 | 3 | 14
44 | -2 | 7 | -1 | -4
45 | 4 | 32 | 7 | 15
46 | 3 | -21 | -11 | 7
47 | 0 | -1 | -3 | -1
48 | -13 | 7 | -2 | 5
49 | 16 | 8 | -4 | -4
50 | -6 | 27 | 9 | 0

Given tab-delimited: entries from further up
cpd	mol	CXCR6 block	EBI2 block	Jurkat NFkB inh	UBC13 polyUb	APJ antag	697 NFkB inh	Gli-Sufu block	CCR6 antag
41	CC(C)Oc1ccc(S(=O)(=O)N2CCCCC2)cc1NC(=O)C1CCCC1	4	1	6	-11	-58	6	3	6
49	CCOc1ccccc1NC(=O)Nc1cccc(C(C)=O)c1	-4	-6	-4	7	16	8	-4	-4

Carrying on:
nr | canonical_smiles | CXCR6 block | EBI2 block | Jurkat NFkB inh | UBC13 polyUb
51 | O=C(CCCc1ccccc1)Nc1cccc2c1CCCC2 | 1 | 6 | -7 | 5
52 | Cc1cccc(Oc2ccc3c(c2)cc(C(=O)O)n3C)c1 | -4 | -12 | 2 | 0
53 | O=C(CN(C(=O)Cn1nnc(-c2cccs2)n1)c1ccc2c(c1)OCCO2)NCc1ccccc1 | -2 | 22 | -9 | 2
54 | O=S(=O)(c1ccc(C2CCCCC2)cc1)N1CCOCC1 | -5 | -4 | -3 | -2
55 | O=c1oc2ccccc2cc1-c1nc2c(s1)CCCC2 | 6 | 23 | -165 | 12
56 | O=C1Cc2cc(S(=O)(=O)N3CCN(c4ccccc4)CC3)ccc2N1 | -9 | -4 | -9 | 0

nr | APJ antag | 697 NFkB inh | Gli-Sufu block | CCR6 antag
51 | 14 | 0 | 4 | 7
52 | 5 | 17 | . | 7
53 | 8 | 17 | 31 | 12
54 | -4 | -5 | 4 | 7
55 | -5 | -305 | -90 | 3
56 | -16 | -5 | 4 | 12

Screening data as filed in PubChem.
